Bioassay records (PubChem BioAssay)
HCMV antiviral: qHTS Assay for inhibitors of the human cytomegalovirus (HCMV); activity change, negative = inhibition, % at 57.5 µM; HFF cells, HCMV-luciferase reporter, 72 h; active compounds read low; 4.5% of 410,000 active; AID 1259415, 2018; in the data active = activity change below about -60%; inconclusive = no clear call, values can overlap the other calls; inactive = above about -39%
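Two compound doses tested in HFFs infected with HCMV-luciferase, MOI 1 PFU/cell, 72 h at 37C. Lysate luminescence read with OneGlo; data normalized against buffer-only and 10uM Salinomycin inhibitor controls.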
AmpC inh no detg: qHTS Inhibitors of AmpC Beta-Lactamase (assay without detergent) | Potency, µM (doses to about 57.1 µM), for the others: top-dose activity change, negative = inhibition, hits mostly inhibitors | AmpC nitrocefin hydrolysis, absorbance 480 nm, 0.0001% Triton | 0.52% of 330,000 active | P00811;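 note: potency is the fitted concentration of half-maximal effect; plate controls were no compound for no effect and no enzyme for full effect; nearly all actives have a fitted effect of over 20% in size; some results filed as inactive show a strong effect at the top dose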
Target sequence (P00811 whole entry, looked up): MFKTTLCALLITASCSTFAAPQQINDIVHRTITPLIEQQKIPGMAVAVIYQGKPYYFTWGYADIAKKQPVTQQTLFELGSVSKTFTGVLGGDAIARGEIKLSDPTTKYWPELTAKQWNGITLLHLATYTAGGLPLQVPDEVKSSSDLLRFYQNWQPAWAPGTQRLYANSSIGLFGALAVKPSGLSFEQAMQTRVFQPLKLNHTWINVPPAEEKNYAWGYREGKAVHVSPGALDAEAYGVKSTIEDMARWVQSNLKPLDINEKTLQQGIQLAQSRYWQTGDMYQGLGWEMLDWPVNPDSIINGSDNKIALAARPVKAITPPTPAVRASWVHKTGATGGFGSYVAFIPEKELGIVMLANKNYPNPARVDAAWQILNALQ
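20 mM phosphate pH 7.0 + 0.01% (detergent screen) or 0.0001% Triton X-100; 5.3 nM AmpC reagent; cpd preinc 15 min RT; nitrocefin (800 uM stock) to start; A480 q20 s × 4 min; Activity was normalised to no-enzyme and no-compound control wells.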
FBPA Giardia inh: qHTS Assay for Inhibitors of Fructose-1,6-bisphosphate Aldolase from Giardia Lamblia | A8B2U2 | purified Giardia FBPA | Potency, µM (titrated, usually from 59.6 µM), inactives show top-dose activity, negative = inhibition, most hits filed as inhibitors | 0.71% of 290,000 active | AID 2451, 2010; note: potency is the fitted concentration of half-maximal effect; nearly all actives have a fitted effect of over 55% in size
Target sequence (A8B2U2 whole entry, looked up): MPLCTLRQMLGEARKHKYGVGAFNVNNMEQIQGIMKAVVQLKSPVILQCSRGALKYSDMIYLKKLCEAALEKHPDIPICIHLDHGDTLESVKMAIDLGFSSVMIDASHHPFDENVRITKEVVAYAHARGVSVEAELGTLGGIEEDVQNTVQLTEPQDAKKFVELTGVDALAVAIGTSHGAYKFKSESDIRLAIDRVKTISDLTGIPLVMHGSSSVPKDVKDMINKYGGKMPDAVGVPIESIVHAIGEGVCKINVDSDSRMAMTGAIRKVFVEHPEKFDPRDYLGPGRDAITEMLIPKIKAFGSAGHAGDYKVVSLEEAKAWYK
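40 nM FBPA preincubated 10 min at RT with compound (up to 57.5 uM final), then substrate plus GAPDH/TPI/NAD/arsenate coupling and diaphorase/resazurin added. Fluorescence read after 20 min at RT, 525/598 nm.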
Sm TGR block: qHTS Assay for the Inhibitors of Schistosoma Mansoni Peroxiredoxins. Schistosoma mansoni thioredoxin glutathione reductase (TGR), Q962Y6. purified TGR, DTNB reduction, TNB absorbance 405 nm. Potency, µM (doses to about 114 µM), without a hit: at the top dose activity change, negative = inhibition, hits mostly inhibitors. 3% of 360,000 active. AID 485364, 2010; note: potency is the fitted concentration of half-maximal effect; nearly all actives have a fitted effect of over 60% in size
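TGR 20 nM + NADPH 100 uM (dispensed conc.), cpd preinc 15 min RT; start with NADPH (500 uM addition) then DTNB (15 mM addition). Kinetic TNB absorbance, 405 nm filter. Four-parameter Hill fit across titration.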
AmpC detergent: qHTS Inhibitors of AmpC Beta-Lactamase (assay with detergent). Potency, µM (highest dose often 114 µM), for inactives: at the top dose activity change, negative = inhibition, actives largely listed as inhibitors. 0.041% of 370,000 active. AmpC hydrolysis of nitrocefin, absorbance 480 nm, 0.01% Triton. P00811;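 note: potency is the fitted concentration of half-maximal effect; 0% = no-compound wells and -100% = no-enzyme wells; nearly all actives have a fitted effect of over 25% in size; some results filed as inactive show a strong effect at the top dose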
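AmpC (5.3 nM in the dispensed reagent) in 20 mM phosphate pH 7.0 with 0.01% (detergent screen) or 0.0001% Triton X-100 was preincubated with compounds for 15 min at room temperature. Nitrocefin was then added from an 800 uM solution, and hydrolysis was followed at 480 nm.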
HCV inhibitor: qHTS Assay for Inhibitors of Hepatitis C Virus (HCV); Huh7.5.1 HCVcc-Cre infection, luciferase reporter, 44 h; Potency, µM (series often up to 41.8 µM), for inactives: top-dose activity change, negative = inhibition, usual class: inhibitors; 3.4% of 340,000 active; AID 651820, 2012; note: potency is the fitted concentration of half-maximal effect
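Reporter virus HCVcc-Cre (~0.5 moi) infects cells exposed to compound; seeding density 1,000 cells/well with 4 h settling beforehand. Luminescence, 15 sec read, taken 44 h post-infection following a 15 min RT substrate incubation.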
Active calls of the source: *; ? = inconclusive; / = not tested or not shown; & = joins results of further samples; [ ] = another dose, or the depositor's remark. Unless noted, calls come from the whole dose curve; as a rule, active = well fitted curve in the direction sought with a large enough effect; inconclusive = small, poorly fitted or top-dose-only effect, or another doubt; inactive = no such curve, though single readings can be large; an effect the other way counts as inactive or inconclusive. Unless noted, % is set by controls: 0 for no effect and ±100 for the full control effect.

SMILES	HCMV antiviral	AmpC inh no detg	FBPA Giardia inh	Sm TGR block	AmpC detergent	HCV inhibitor
CCC(C)(C)NC(=O)CN(C(=O)CCC(=O)Nc1ccccn1)c1ccc(F)c(Cl)c1	3	46%	-5%	4%	-10%	?
COc1cc(C2C3=C(CC(C)(C)CC3=O)N(C)C3=C2C(=O)CC(C)(C)C3)cc(Br)c1O	?	149%	3%	?	-6%	7%
Cc1cccc(C)c1OCC(=O)Nc1cccc(NC(=O)c2ccco2)c1	-31	1%	-2%	-29%	1%	11µM*
COc1ccc(NC(=O)c2oc3ccc(S(=O)(=O)N(C)C4CCCCC4)cc3c2C)cc1Cl	-77*	/	/	-1%	-5%	/
Cc1ccc(S(=O)(=O)NCCNC(C)c2ccc(Br)cc2)cc1 (configuration not stated)	0	-5%	/	-2%	-14%	?
C=CCn1c(-c2csc3c2CCC(C)C3)n[nH]c1=S (configuration not stated)	-35	-22%	6%	-3%	-6%	-2%
CC(C)c1nc(CNC(=O)c2ccc(OC3CCN(Cc4ccccn4)CC3)cc2)cs1	?	64%[activator]	5%	-23%	-8%	-28%
COc1ccc(NC(=O)CCCSc2nc(-c3ccco3)cc(C(F)(F)F)n2)c(OC)c1	-11	/	/	-2%	23%	/
CC(=O)N1CCC2(CC1)OC(=O)C(C)=C2C(=O)Nc1ccccc1C(F)(F)F	0	/	/	7%	7%	/
O=C(CNC(=S)NC(=O)c1ccc(F)cc1)c1ccccc1	27	-19%	0%	-2%	-1%	-7%
CCOc1ccc(NC(=O)C/C(C)=N/NC(=O)COc2ccc(Br)cc2C)cc1	-30	54%	/	0%	5%	20%
CCOC(=O)c1cc(-c2ccc(OC)cc2)n(CCC(=O)NC2CCN(Cc3ccccc3)CC2)c1C	141	194%[activator]	3%	-12%	-4%	?
C=CCc1ccccc1OCc1nc2ccccc2n1CC	-29	/	/	-4%	3%	/
COc1ccc(NC(=O)CSC2=Nc3ccccc3C3=NC(Cc4ccccc4)C(=O)N23)cc1 (configuration not stated)	-9	/	/	2%	0%	/
Cc1ccc(Nc2nc3ccccc3c3nncn23)cc1C	?	/	/	-10%	-4%	/
C#CCOCCOCCOCCNc1nc(N2CCN(C(=O)C([C@@H](C)CC)n3cc(C(N)CO)nn3)CC2)nc(N2CCN(C(=O)[C@H](CCC(=O)O)n3cc(C(N)[C@H](C)CC)nn3)CC2)n1 (some centres not stated)	/	203%[activator]	4%	0%	4%	/
CCc1cc(=O)oc2cc(C)cc(OCC(=O)N3CCC[C@@H]3C(=O)O)c12	41	-17%	1%	-21%	-14%	-12%
COc1ccc(CC(=O)NCc2nnc(SCC(=O)c3ccc(OC)cc3)n2C)cc1	8	35%	7%	8%	-15%	6%
O=[N+]([O-])c1ccc(CSc2nnc3ccccn23)cc1	16	-23%	-6%	3%	-5%	8%
CC(C)Cn1c2c(c(O)c(C(=O)Nc3nccs3)c1=O)CCCC2	1	1%	7%	0%	-16%	?
Nc1nnnn1CC(=O)OCc1cccc(Br)c1	27	-5%	2%	0%	-3%	8%
COc1ccc(CCn2c(O)c(C=NCCCn3ccnc3)c(=O)[nH]c2=O)cc1OC	-107*	-9%	-6%	2%	2%	-7%
CCOC(=O)C1=C(CN2CCN(c3ccc(OC)cc3)CC2)NC(=O)NC1c1ccc(Cl)cc1 (configuration not stated)	?	/	/	-13%	-5%	/
O=C(COc1ccccc1)Nc1ccccc1C(=O)NCc1ccco1	-23	-36%	-1%	-24%[11.4 µM]	-12%	-13%
O=c1c2ccccc2cnn1-c1nc2ccccc2[nH]1	-92*	-27%	-14%	-9%	3%	9%
Cc1nn(C)c(Oc2ccccc2)c1[N+](=O)[O-]	-30	-14%	0%	-2%	0%	-4%
O=C(NCc1ccccc1)C1=C[C@H](C2CCCCC2)C[C@H](OCc2ccc(CO)cc2)O1	-84*	-4%	-2%	1%	-3%	14%
CCC(=O)Nc1ccc(Cl)c(NC(=S)NC(=O)c2ccco2)c1	9	-20%	?	?	-10%	-5%
O=C1CN=C(c2ccccc2)c2ccccc2N1Cc1ccc(C(F)(F)F)cc1	?	62%[activator]	-1%	4%	-5%	?
Cc1cc(N2CCCCC2)n2ncc(-c3ccc(Cl)cc3)c2n1	-30	-2%	-8%	-1%[11.4 µM]	?	-31%
Cc1c(C(=O)N2CCN(c3ccc(F)cc3)CC2)sc2nc(-c3ccccc3)cn12	-5	-8%	7%	-1%	-1%	1%
CC(C)(CO)NC(=O)CC1C(=O)NCCN1CC(c1ccccc1)c1ccccc1 (configuration not stated)	4	48%	-16%	?	5%	26%
NC(=O)C1=C[C@H](C2CCCCC2)C[C@H](OCc2ccc(CO)cc2)O1	119	63%[activator]	-15%	-3%	1%	8%
CCOc1ccc(C(=O)CC(NCc2cccs2)C(=O)O)cc1 (configuration not stated)	10	-24%	-4%	6.3µM*	2%	?
COc1ccc(NC(=O)c2cn(CCC#N)nc2-c2cccs2)cc1	?	-21%	2%	9%	1%	-11%
Cc1c(NC(=O)C(C)OC(=O)/C=C/c2ccc(OC(F)F)cc2)c(=O)n(-c2ccccc2)n1C (configuration not stated)	-25	21%	/	-1%	-15%	-2%
COc1ccc2cc(CN(CC3CCCO3)C(=O)Nc3ccccc3OC)c(=O)[nH]c2c1 (configuration not stated)	-26	43%	0%	6%	4%	?
Cc1ccccc1-c1nnc(SCC(=O)Nc2cccnc2Cl)o1	48	-3%	/	/	/	11%
COc1ccc2c(c1)c1c(c(=O)n(-c3cccc(Cl)c3)c(=O)n1CC(=O)N1CCCC1)n2C	-2	/	/	5%	-3%	/
CCOc1ccc(C(=S)N2CCOCC2)cc1OC	10	-16%	-5%	-8%	11%	-1%
CCc1nn(CC(=O)NCc2cccnc2)c(=O)c2cc3occc3n12	-24	-1%	/	-11%	-5%	?
COc1cccc(CN2CC(C(=O)N(C)Cc3[nH]c4ccccc4c3C)CCC2=O)c1 (configuration not stated)	61	133%[activator]	17%	-31%	-13%	-4%
CCOC(=O)C1CCN(C(=O)CN(c2ccc3c(c2)OCCO3)S(=O)(=O)c2ccccc2)CC1	-2	88%[activator]	/	-2%	-13%	3%
Cn1c2c(c3ccccc31)CCSC2=O	?	-23%	-4%	7%	3%	?
O=C1CC(c2ccccc2Cl)Cc2c1cnn2-c1nc2ccccc2s1 (configuration not stated)	-11	-23%	1%	-2%	-9%	-2%
CCOC(=O)c1cc(OC(=O)c2cc(OC)c(OC)c(OC)c2)n(-c2ccccc2)n1	6	/	/	-10%	21%	/
CCCN=C1NC(=O)C(CC(=O)NCCc2ccc(OC)c(OC)c2)S1 (configuration not stated)	-10	-2%	6%	-29%	-11%	0%
CCCCCCCC(=O)NN=C1CCN(Cc2ccccc2)CC1	16	15%	2%	-6%	-5%	11%
O=C(NCC(c1cccnc1)N1CCOCC1)Nc1ccccc1 (configuration not stated)	-7	-7%	0%	-13%	-14%	23%
Cc1ccc(C)n1-c1ccc(-c2ccn[nH]2)cc1	95	100%[activator]	0%	-25%	-13%	-24%
CCCC(=O)N1CCN(c2nc3ccc(CC)cc3s2)CC1	-11	46%	/	-11%	?	12%
CCC(=NCCCN1CCOCC1)c1c(O)n(-c2ccccc2C)c(=O)[nH]c1=O	-6	-1%	-4%	-3%	0%	8%
CCC(C)c1ccc(OCCn2ccnc2)cc1 (configuration not stated)	-19	4%	-22%	-14%	-8%	7%
CC(=O)Nc1ccc(C(=O)OCc2ccc(F)cc2Cl)cc1	-2	-5%	6%	-4%	2%	-7%
CSc1nc2ccc(NC(=O)C3=NNC(=O)CC3)cc2s1	23	-31%	-6%	-6%	-7%	-20%
O=C(Nc1nnc(S(=O)(=O)N2CCCc3ccccc32)s1)c1ccccc1	2	/	/	2%	18%	/
COc1ccc(/C=C/C(=O)N2CCCc3ccccc32)cc1	-29	36%	1%	5%	4%	-6%
CCC(C)(C)c1nnc(NC(=O)c2cccc([N+](=O)[O-])c2)s1	32	-20%	?	0%	-8%	27%
O=C(/C=C/c1ccco1)Nc1ccc(Oc2ccc(Cl)cc2)cc1	-68*	-58%	-8%	-36%	-1%	8.9µM*
CN(C)c1ccc(/C=N/NC(=O)c2nonc2N)cc1[N+](=O)[O-]	-27	-31%	-5%	7%	5%	-2%

5 of the compounds above, comma-delimited.
Structure,HCMV antiviral,AmpC inh no detg,FBPA Giardia inh,Sm TGR block,AmpC detergent,HCV inhibitor
CCCC(=O)N1CCN(c2nc3ccc(CC)cc3s2)CC1,-11,46%,/,-11%,?,12%
CCC(=NCCCN1CCOCC1)c1c(O)n(-c2ccccc2C)c(=O)[nH]c1=O,-6,-1%,-4%,-3%,0%,8%
CCC(C)c1ccc(OCCn2ccnc2)cc1 (configuration not stated),-19,4%,-22%,-14%,-8%,7%
CC(=O)Nc1ccc(C(=O)OCc2ccc(F)cc2Cl)cc1,-2,-5%,6%,-4%,2%,-7%
CSc1nc2ccc(NC(=O)C3=NNC(=O)CC3)cc2s1,23,-31%,-6%,-6%,-7%,-20%

Other entries:
SMILES	HCMV antiviral	AmpC inh no detg	FBPA Giardia inh	Sm TGR block	AmpC detergent	HCV inhibitor
O=C(O)c1cccc(N2C(=O)c3cccnc3C2=O)c1	79	/	6%	-24%	-3%	12%
O=C(Cn1cnc2c(nnn2-c2cccc(Cl)c2)c1=O)NCc1ccccc1	-1	-18%	0%	4%	4%	8%
COc1cc2c(cc1NC(=O)COC(=O)Cn1cnc3ccccc31)oc1ccccc12	45	110%[activator]	-1%	-1%	0%	2.2µM*
OC1CCCCC1N1CCC(c2ccccc2)CC1 (configuration not stated)	-23	-22%	-3%&0%&6%	9%	?	?
COc1ccc(OC)c(/C=C/C(=O)N2CCN(S(=O)(=O)c3ccc(C)cc3C)CC2)c1	-15	12%	/	-5%	?	?
CCCNC(=O)C(Cc1ccc(Br)cc1)NC(=O)c1ccc(C#N)cc1 (configuration not stated)	-10	-26%	/	-8%	-7%	-7%
COC(=O)c1ccc(C23CC4(C2)[C@H](CN(Cc2cccnc2)[C@@H]4c2ccccc2)C3c2ccccc2)cc1 (some centres not stated)	12	-2%	2%&8%	?	4%	-17%
COc1cccc(CNC(=O)C(=O)Nc2ccc3nc4n(c(=O)c3c2)CCCCC4)c1	7	/	/	7%	15%	/
O=C(Nc1ccc(Cl)cc1)c1cccc(NC2=NC3CS(=O)(=O)CC3S2)c1 (configuration not stated)	18	-42%	-21%	-3%	-9%	3%
CC(=O)c1cccc(NC(=O)Nc2c(C)n(C)n(-c3ccccc3)c2=O)c1	-15	/	/	0%	0%	/
CCOC(=O)C1=C(O)/C(=C/c2ccc(-c3ccccc3C(=O)O)o2)SC1=Nc1ccc(OC)cc1	56	-12%	-4%	?	-17%	7%
C=CCn1c(SCc2nc3ccccc3[nH]2)nnc1-c1ccccn1	13	-11%	-10%	0%	-7%	7%
